CatB block = human cathepsin B inhibitors, primary screen, biochemical, fluorogenic substrate | P07858 | purified cathepsin B, fluorescence | inhibition, %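 (tested at 10 µM)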 | 63,000 tested, 0.1% active | AID 453, 2006; in the data active = inhibition above about 21%;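 also: 0% = enzyme with no compound and 100% = no enzyme blank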
PKA kinase inh = inhibitors of human PKA kinase activity, primary screen, biochemical, ATP-depletion luminescence, Kemptide substrate | PKA Kemptide phosphorylation, Kinase-Glo ATP luminescence | inhibition, % at 6 µM | 65,000 tested, 0.1% active | cAMP-dependent protein kinase catalytic subunit alpha (Homo sapiens), P17612 | AID 524, 2006;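 active = inhibition above the screen-wide mean inhibition plus 3 SD, cut at about 21% in these data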; also: many of its hits are not listed in these tables
CatB mixtures = cathepsin B inhibitors from pooled compounds, primary screen, biochemical, compound mixtures, AMC fluorescence; P07858; Purified cathepsin B, AMC dipeptide fluorescence; inhibition, %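 (ten-compound pools at 5 µM per compound and 50 µM total)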; 62,000 tested, 0.06% active; AID 488, 2006; in the data active = inhibition above about 22%, passing the limit was not always enough;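 also: 0% = enzyme without compound and 100% = no enzyme blank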
ROCK2 inh = inhibitors of human ROCK2 kinase, primary screen, biochemical, high-throughput, luminescence | inhibition, % at 6 µM | 60,000 tested, 0.35% active | Rho-associated protein kinase 2 (Homo sapiens), O75116 | AID 604, 2007 | purified ROCK2, Kinase-Glo ATP depletion luminescence;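 active = inhibition above the screen-wide mean inhibition plus 3 SD, cut at about 18% in these data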;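 also: plate controls were DMSO wells for no effect and Y-27632 control wells after no-enzyme background subtraction for full effect; many of its hits are not listed in these tables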
Ec RNAP inh = E. coli RNAP inhibitors, biochemical; DNA-directed RNA polymerase subunit beta (Escherichia coli (strain K12)), P0A8V2; E. coli RNA polymerase, fluorescence transcription assay; inhibition, %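 (tested at 10 µM)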; 62,000 tested, 0.2% active; AID 559, 2006; in the data active = inhibition above about 20%;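 also: 0% = enzyme without compound and 100% = no enzyme blank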
RORa activator = activators of orphan receptor RORA, primary screen, cell-based, luminescence | Nuclear receptor ROR-alpha (Homo sapiens), P35398 | CHO-K1 Gal4-RORA LBD luciferase reporter; percent increase over mock-subtracted basal signal | activation, % at 10 µM | 65,000 tested, 1.5% active | AID 560, 2006;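 active = activation above the mean of all tested compounds plus 3 SD, cut at about 49% in these data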;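 also: 0% = DMSO-treated RORA cells and 100% = added signal equal to DMSO minus mock-transfected cells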
CatS inh = inhibitors of human cathepsin S, biochemical, compound mixtures; P25774; recombinant cathepsin S, AMC dipeptide fluorescence, pooled mixtures; inhibition, %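 (tested at 5 µM per compound within 10-compound mixtures)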; 62,000 tested, 0.06% active; AID 501, 2006; in the data active = inhibition above about 32%, passing the limit was not always enough;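 also: 0% = enzyme without compound and 100% = blank without enzyme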
Target sequence (P25774 115-331 limits assumed): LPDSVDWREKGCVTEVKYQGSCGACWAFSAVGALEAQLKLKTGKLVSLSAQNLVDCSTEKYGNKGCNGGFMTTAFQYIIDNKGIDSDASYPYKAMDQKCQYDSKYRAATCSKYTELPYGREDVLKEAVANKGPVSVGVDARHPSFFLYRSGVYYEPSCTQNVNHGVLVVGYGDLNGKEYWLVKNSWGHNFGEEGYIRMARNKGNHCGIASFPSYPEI
AP ELISA ortho = alternative complement pathway inhibitors, primary screen, biochemical, ELISA, human serum, orthogonally pooled compounds | inhibition, % at 5 µM | LPS-coated ELISA, C3 deposition; tested in compound mixtures | 62,000 tested, 0.08% active;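 active = inhibition above 30% in each of the two pooled mixtures holding the compound, so the lower value exceeds 30%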;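 also: 0% = serum in Mg-EGTA without compound and 100% = EDTA serum blank; some compounds past the cut are filed as inactive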
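Test system – human serum alternative complement pathway, C3 deposition on LPS-coated wells · Buffer or medium – diluted human serum in Mg2+-EGTA GVB++ · Compound dosing – 5 µM each compound, pools of ten, 50 µM per pool · Schedule – 1 h serum-compound exposure at 37 °C · Measured by – Anti-C3 ELISA, OD 450 nm · Read-out basis – percent inhibition of C3 deposition onto LPS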
JNK3 inh = JNK3 kinase activity inhibitors, primary screen, biochemical, human, purified enzyme | Mitogen-activated protein kinase 10 (Homo sapiens), P53779 | HTS | inhibition, % at 8 µM | 60,000 tested, 0.61% active | AID 746, 2007; in the data active = inhibition above about 17%;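 also: 0% = DMSO and 100% = reference inhibitor; many of its hits are not listed in these tables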
Target sequence (P53779 whole entry, looked up): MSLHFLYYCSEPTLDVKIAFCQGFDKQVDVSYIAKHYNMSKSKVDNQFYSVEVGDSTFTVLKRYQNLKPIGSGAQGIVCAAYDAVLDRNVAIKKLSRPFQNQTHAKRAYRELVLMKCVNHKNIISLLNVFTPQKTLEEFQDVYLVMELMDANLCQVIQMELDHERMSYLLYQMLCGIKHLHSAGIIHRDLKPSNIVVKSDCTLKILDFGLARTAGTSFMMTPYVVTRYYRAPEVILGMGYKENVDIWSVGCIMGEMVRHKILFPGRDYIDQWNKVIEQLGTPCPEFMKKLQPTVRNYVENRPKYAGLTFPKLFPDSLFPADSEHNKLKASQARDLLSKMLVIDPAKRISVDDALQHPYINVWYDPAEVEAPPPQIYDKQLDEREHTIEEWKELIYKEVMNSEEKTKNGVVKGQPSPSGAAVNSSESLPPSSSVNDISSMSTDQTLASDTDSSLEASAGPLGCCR
* marks the source's active call; other numbers are inactive results; x = not tested or not shown; & = joins results of further samples.

cpd | SMILES | CatB block | PKA kinase inh | CatB mixtures | ROCK2 inh | Ec RNAP inh | RORa activator | CatS inh | AP ELISA ortho | JNK3 inh
1 | CC(=O)Nc1nc(C)c(Oc2ccccc2)c(=O)[nH]1 | 3 | 4 | -17 | -1 | 7 | 12 | -34 | 15 | 5
2 | Cc1cc(CNC(=O)Cc2c(F)cccc2Cl)nn1C | 1 | 6 | -7 | 4 | -6 | -6 | 3 | -5 | 5
3 | Cc1ccc(C(c2nnnn2CS(=O)(=O)c2ccc(C)cc2)N2CCC(C(N)=O)CC2)cc1 (stereo not given) | 3 | 15 | 2 | 5 | 7 | -4 | -2 | 0 | 0
4 | Cc1[nH]c2ccccc2c1C(=O)CSc1nc2cc(S(=O)(=O)N3CCCCC3)ccc2o1 | 6 | 6 | -1 | 0 | 10 | -11 | 12 | -3 | 11
5 | Cc1cc(NCCCn2ccnc2)n2ncc(-c3ccccc3)c2n1 | 3 | 9 | -1 | 5 | 5 | -42 | 8 | 11 | 8
6 | COC(=O)CNC(=O)c1c(-c2c(Cl)cccc2Cl)noc1C | -3 | x | 2 | x | 3 | x | -3 | 23 | x
7 | O=C(Cn1cnc2c(nnn2-c2ccccc2)c1=O)N1CCC(Cc2ccccc2)CC1 | 1 | -8 | 2 | -1 | -5 | 7 | 3 | 13 | -1
8 | Cn1c(=O)c2c(ncn2CC(N)=O)n(C)c1=O | 4 | 10 | 1 | 4 | 2 | 22 | -3 | 9 | -4
9 | Cc1cc(C)c(NC(=O)Cn2cc3c(n2)CCCC3)c(C)c1 | 1 | -8 | -4 | -2 | -1 | -20 | 10 | 8 | -2
10 | Cc1ccc(S(=O)(=O)NC(=O)NC(C)(C)C)cc1 | 0 | 0 | 4 | 2 | 8 | -11 | 7 | 7 | -1
11 | O=C(CS(=O)(=O)c1c[nH]c2ccccc12)N1CCCCC1 | 7 | -2 | -3 | x | 2 | -8 | -31 | 9 | x
12 | CCOC(=O)c1ccc(S(=O)(=O)N2CCN(CC3CC=CCC3)CC2)cc1 (stereo not given) | 0 | 12 | 3 | 2 | 6 | -15 | 2 | -3 | -5
13 | c1cc(CNC2=NCCCCC2)ccn1 | -2 | 7 | 2 | 3 | -3 | -25 | -4 | 14 | 2
14 | Fc1ccc(OCc2nn3c(Cn4nnc5ccccc54)nnc3s2)cc1 | 0 | 4 | 3 | 9 | 6 | -4 | 4 | 0 | -2
15 | COc1ccc(N2C(=O)CC(Nc3ccc(N4CCOCC4)cc3)C2=O)c(OC)c1 (stereo not given) | 3 | -4 | 3 | x | 2 | 12 | 6 | 8 | x
16 | Cc1cc(C)n(CCc2nc(-c3cccs3)cs2)n1 | -7 | 9 | 3 | 3 | 3 | 17 | -1 | 17 | -2
17 | O=C(NC1CCCCC1)NC1CCN(CC(=O)N2CCOCC2)CC1 | -2 | 13 | -3 | 5 | 3 | -2 | 12 | 7 | -1
18 | CCOC(=O)c1sc(=NC(=O)c2cccc(OC)c2)n(C)c1C | -7 | -1 | 3 | 0 | 4 | 33 | -3 | 25 | 1
19 | CCCn1c(NCc2cccc(OC)c2OC)nc2ccccc21 | 7 | 6 | 4 | x | 9 | 19 | -1 | 23 | x
20 | CCOc1ccccc1NC(=O)N1CCC(NC(=O)c2cccc(C)c2)CC1 | 0 | -1 | 3 | -2 | 7 | -11 | 2 | 11 | -2
21 | C#CCn1cc[n+](CC(=O)N(C)C)c1 | 2 | 4 | -3 | 2 | 4 | -2 | 15 | 3 | 7
22 | O=C1CC(N2CCOCC2)C(=O)N1Cc1ccc(N2CCCC2=O)cc1 (stereo not given) | 5 | -3 | 2 | 6 | 8 | -6 | -9 | 15 | -4
23 | O=S(=O)(Nc1ccc(O)cc1)c1cccc2cccnc12 | 2 | -5 | 1 | 0 | 2 | 22 | 21 | 3 | 3
24 | Cc1ccc(S(=O)(=O)NCC(=O)N(CC(=O)NCc2ccco2)Cc2ccc3c(c2)OCO3)cc1 | -2 | -3 | 5 | -2 | 5 | -1 | 13 | 2 | 1
25 | Cc1cnc(NC(=O)CSc2ncc(-c3ccccc3)n2Cc2ccco2)s1 | -3 | 5 | 4 | 1 | 3 | -13 | -5 | 13 | 5
26 | CCC(=O)Nc1cc2nn(-c3ccccc3)nc2cc1Cl | 5 | -4 | 4 | -5 | 1 | 10 | -3 | 14 | -4
27 | CCc1nnc(NC(=O)CSc2nnc(-c3c[nH]c4ccccc34)n2C)s1 | -1 | 9 | 2 | 1 | 2 | -3 | -4 | 6 | 2
28 | CCOC(=O)c1c(C)oc2c(CN3CCN(C)CC3)c(Br)c(OC)c(O)c12 | 2 | 6 | -2 | 4 | 6 | 13 | 8 | 1 | 0
29 | O=c1cc(-c2ccccc2)[nH]c2nc3ccccc3n12 | -1 | -4 | -10 | -19 | -8 | 7 | 4 | -1 | 19*
30 | Cn1c(=O)c2c(ncn2CC(O)CNc2ccc(Cl)cc2)n(C)c1=O (stereo not given) | 2 | 7 | 2 | 6 | 3 | -13 | 2 | -5 | -3
31 | CCc1ccc(-c2nc(CN3CCC(C(=O)NCc4ccccc4OC)CC3)c(C)o2)cc1 | -1 | 2 | 4 | -8 | 3 | -6 | 11 | 18 | 1
32 | O=C(CS(=O)(=O)Cc1ccccc1)Nc1nc2ccccc2s1 | 4 | 9 | -7 | x | 5 | 42 | -7 | 10 | x
33 | O=C(CNC(=O)c1cnccn1)Nc1ccc(F)c(F)c1F | 8 | 9 | 3 | x | 11 | -4 | 10 | -9 | x
34 | Cc1cc(S(=O)(=O)N2CCN(c3c(C)cccc3C)CC2)ccc1F | x | -3 | x | 0 | x | 25 | x | x | 4
35 | CCOC(=O)c1ccc(NC(=O)CSc2nnc(COc3ccccc3OC)n2CC)cc1 | -1 | 3 | 5 | 1 | 8 | 1 | 11 | 2 | -11
36 | CS(=O)(=O)N(CC(=O)NCC1CCCO1)c1ccc(F)c(Cl)c1 (stereo not given) | 6 | 8 | -2 | 5 | 12 | -6 | 5 | 5 | 7
37 | CCCCn1c(SCC(=O)Nc2nnc(C)s2)nnc1-c1ccoc1C | -2 | 3 | 3 | 0 | 3 | -13 | -3 | -1 | -6
38 | COc1ccccc1OCCCCCNCCO | x | 11 | x | 6 | x | 4 | x | x | 4
39 | CCN(CC)C(=O)CSc1nnc([C@H](Cc2c[nH]c3ccccc23)NC(=O)OC(C)(C)C)o1 | -1 | 5 | 3 | 3 | -1 | 9 | 5 | 7 | -8
40 | CCCS(=O)(=O)NCCc1cc2ccc(C)cc2[nH]c1=O | x | -4 | x | -4 | x | 11 | x | x | 4
41 | COc1ccccc1OCCNC(=O)c1cccs1 | 1 | 4 | 4 | 6 | 5 | 27 | 7 | 8 | -3
42 | COc1ccc(C(c2nnnn2C2CCCC2)N2CCC(C)CC2)c(OC)c1 (stereo not given) | 6 | -4 | 7 | -3 | 2 | -3 | 10 | 10 | 1
43 | Cc1c(Cl)cccc1NC(=O)NC1CCCCC1 | 2 | -4 | 0 | -5 | -4 | -6 | -9 | 3 | -7
44 | Cc1ccnc(NC(=O)CSc2cc(=O)n(C)c3ccccc23)c1 | 3 | -7 | 6 | -5 | 4 | -14 | -2 | 13 | 26*
45 | O=C(NCCN1C(=O)C2C3C=CC(C3)C2C1=O)N1CCOCC1 (stereo not given) | 2 | 5 | -14 | 2 | 5 | -14 | -13 | 13 | -5
46 | O=C(CSc1nnc2ccccn12)N1CCc2ccccc2C1 | 4 | 6 | -2 | x | 9 | 39 | 17 | 4 | x
47 | Cc1cccc(C)c1NC(=O)CSc1nnc([C@@H]2CCCN2C(=O)OC(C)(C)C)o1 | 0 | 8 | 5 | x | 0 | -4 | 10 | 19 | x
48 | CC(C)(C)C1CCc2[nH]nc(C(=O)O)c2C1 (stereo not given) | 2 | 12 | 7 | 4 | 2 | 8 | 2 | 7 | 3
49 | CCc1nnc(NC(=O)c2ccc(N3C(=O)CCC3=O)cc2)s1 | 2 | 6 | 3 | 0 | 0 | 20 | -5 | 18 | 3
50 | O=c1[nH]c2ccccc2n1CCCN1CCN(C(c2ccccc2)c2ccccc2)CC1 | 3 | -2 | 3 | 2 | 8 | 7 | -8 | 20 | 7
51 | COc1ccc(-c2cn3c(n2)CCC3)cc1 | -1 | -2 | 2 | 1 | 8 | 35 | 15 | -3 | -6
52 | Cc1ccc(/C=N/c2sc3c(c2C#N)CCCCC3)o1 | 0 | 8 | 1 | 16 | 5 | 12 | 3 | 0 | -4
53 | Oc1ccc(Cl)cc1CNCC1CCCO1 (stereo not given) | 2 | 7 | 3 | 2 | 10 | 15 | 3 | 25 | 1
54 | COCCN(CCOC)Cc1cc(=O)oc2cc3c(cc12)CCC3 | 0 | -4 | 1 | -8 | 6 | -21 | -4 | 24 | 0
55 | CCCCn1c(-c2ccsc2)nc2c1c(=O)[nH]c(=O)n2CCC | 3 | 2 | 3 | 2 | 3 | 3 | 3 | 5 | 4
56 | CC1Cc2ccccc2N1C(=O)CSc1nnnn1Cc1ccccc1 (stereo not given) | 0 | 6 | 0 | 2 | 3 | -2 | -4 | -14 | -2
57 | CCOc1ccc(-c2csc(NC(=O)C3CCCO3)n2)cc1 (stereo not given) | 5 | -3 | 7 | 2 | 9 | 42 | 12 | 7 | 1
58 | Nc1nc(Cl)nc2c1ncn2[C@H]1C[C@H](O)[C@@H](CO)O1 | 10 | -5&4 | 0&6 | -2&15 | 2&8 | -70&-10 | -3&4 | 10&10 | 0&-10
59 | COc1ccc(Cl)cc1NC(=O)CSc1nnc(Cc2cccn2C)n1-c1ccc(F)cc1 | -1 | -12 | 4 | -1 | 7 | 15 | 21 | 10 | 3
60 | CCOCCCN(Cc1cc2cc(C)cc(C)c2[nH]c1=O)C(=O)N(CC)CC | -1 | -1 | 0 | 0 | -9 | 15 | 8 | -14 | 1

(next part)
cpd | SMILES | CatB block | PKA kinase inh | CatB mixtures | ROCK2 inh | Ec RNAP inh | RORa activator | CatS inh | AP ELISA ortho | JNK3 inh
61 | COc1ccc(NC(=O)CSc2nccn2-c2ccccc2)cc1 | 4 | -4 | 0 | -4 | 7 | -6 | 12 | 4 | -4
62 | CCOC(=O)C1CCN(C(=O)c2cc(OCC)c(OCC)c(OCC)c2)CC1 | 4 | 7 | 2 | 6 | -1 | -4 | -2 | 14 | -7
63 | O=C(Nn1cnnc1)C(c1ccccc1)c1ccccc1 | -3 | -1 | x | 0 | 13 | -8 | x | x | -8
64 | CCOC(=O)N1CCN(C2=NC3(CCCCC3)C(C#N)C(=O)N2)CC1 (stereo not given) | 5 | 3 | 0 | -3 | x | 8 | 8 | -7 | -7
65 | CCCCCCn1c(CN2CCCCC2)nc2c1c(=O)n(C)c(=O)n2C | x | 1 | x | -1 | x | -4 | x | x | -8
66 | O=C(CCCc1ccccc1)NCCN1CCOCC1 | 2 | 10 | 3 | 7 | 6 | 1 | 1 | 28 | -4
67 | COc1ccccc1N1CCN(C(=O)c2cn(-c3ccccc3)nc2-c2cccnc2)CC1 | -6 | -9 | -5 | -9 | -4 | -6 | -5 | 13 | -3
68 | COc1cc(OC)cc(C(C)=O)c1 | 6 | 11 | -4 | 4 | 4 | -8 | 3 | 7 | 1

Assay outcomes: PubChem, several laboratories

A portion of the library. The share of hits here may be higher or lower than overall.
